ERK EGF block: qHTS Assay for Inhibitors of the ERK Signaling Pathway using a Homogeneous Screening Assay; Stimulation with EGF. AID 1454, 2008. Potency, µM (highest dose often 11.5 µM), for inactives: top-dose activity change, negative = inhibition, most hits filed as inhibitors. 0.41% of 130,000 active. HEK293-V1b, EGF-stimulated phospho-ERK AlphaScreen; active means well fitted inhibition curve with a large enough effect; inconclusive means small, poorly fitted or top-dose-only effect, or effect the other way;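 further: plate controls were stimulated vehicle wells for no effect and unstimulated vehicle basal for full effect; nearly all actives have a fitted effect of over 55% in size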
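After overnight plating in 1% FBS, HEK293-V1b cells received test compound for half an hour, then a 5 min pulse of EGF (25 nM); ERK phosphorylation in lysates was read by bead-based AlphaScreen.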
The depositor's hits bear a star; ? = inconclusive; [ ] = remark or other dose. Potency means the concentration at half of the fitted maximal effect. This is a subset; rates above refer to the full screens.

SMILES | ERK EGF block
OCC1(Cc2cccc(F)c2)CCN(Cc2ccc3cccc(F)c3n2)CC1 | -3.9%
CCC(=O)NC(c1ccccc1)c1c(OC(C)=O)ccc2ccccc12 (centres undefined) | 2.9%
c1nc(NC2CCCC2)c2[nH]cnc2n1 | -4.7%
CCOc1ccc(Br)cc1S(=O)(=O)Nc1ccc(C(=O)Nc2ccccc2OC)cc1 | 4.4%
Cc1c(NC(=O)C(C)OC(=O)c2cccs2)c(=O)n(-c2ccccc2)n1C (centres undefined) | -0.7%
Cc1sc(NC(=O)C2CCCC2)c(C#N)c1C | 7.1%
COc1ccccc1Oc1nc([N+](=O)[O-])nn1CC(N)=O | -6.2%
CN(C)N1C(=O)CC(N2CCCC2)C1=O (centres undefined) | 0.8%
O=C1c2ccccc2C(Nc2ccccc2)N1Cc1ccc2c(c1)OCO2 (centres undefined) | -3.5%[57.5 µM]
CCCNS(=O)(=O)c1ccc(OCC(=O)N2CCN(c3ccccc3)CC2)cc1 | -3.0%
O=C(Nc1ncc2c(n1)CC(c1ccccc1)CC2=O)c1ccco1 (centres undefined) | 11.6%
Cc1ccc(Cn2nc(C)c(NC(=O)CSc3n[nH]c(C)c3[N+](=O)[O-])c2C)cc1 | 0.7%
CCOC(=O)CN(c1ccccn1)S(=O)(=O)c1ccc(OC)cc1 | -7.3%
CCc1ccc2ncc(C(=O)c3ccccc3)c(N3CCOCC3)c2c1 | 19.7%
CCOCCc1nnc(NC(=O)c2cc(OC)c(OC)cc2[N+](=O)[O-])s1 | -5.5%
C/C(CC(=O)Nc1ccccn1)=N\NC(=O)c1ccc2ccccc2c1 | 3.5%
Cc1ccc(-c2cc(C(F)F)nc(N3CCOCC3)n2)cc1 | -12.3%
Cc1ccnc(NC(NC(=O)C(C)C)(C(F)(F)F)C(F)(F)F)c1 | -8.4%
O=C(NNC(=O)c1ccccc1Cl)c1cc2cc(OC(F)(F)F)ccc2[nH]1 | -7.9%[57.5 µM]
O=C(/C=C/c1ccc(Br)cc1)NC(=S)NNC(=O)c1ccco1 | 0.2%
COc1ccc(C(=O)NCc2ccc(S(N)(=O)=O)cc2)cc1[N+](=O)[O-] | 1.6%
CCCC(=O)NC(=S)Nc1ccc(N2CCN(C(=O)c3cccs3)CC2)cc1 | -4.1%
CCCCNC(=O)/C(C#N)=C/c1cccnc1 | 23.0%
COc1cc2cc(Oc3ccc4ccc(=O)oc4c3)c(=O)oc2cc1OC(C)=O | -15.8%[57.5 µM]
CCOc1ccc(NC(=S)NC(=O)/C=C/c2ccc(OC)cc2)c([N+](=O)[O-])c1 | -0.8%

A second format for part of the listing above:
> OCC1(Cc2cccc(F)c2)CCN(Cc2ccc3cccc(F)c3n2)CC1
  ERK EGF block: -3.9%
> CCCC(=O)NC(=S)Nc1ccc(N2CCN(C(=O)c3cccs3)CC2)cc1
  ERK EGF block: -4.1%
> Cc1sc(NC(=O)C2CCCC2)c(C#N)c1C
  ERK EGF block: 7.1%

(listing goes on)
SMILES | ERK EGF block
CCOC(=O)C1(Cc2cccc(OC)c2)CCCN(C(=O)c2ccccc2C)C1 (centres undefined) | 2.4%[57.5 µM]
Cc1cc(C)cc(NC(=S)NCc2ccncc2)c1 | -8.6%
Cc1ccc(C(=O)Nc2cccc(C(F)(F)F)c2)cc1NC(=O)c1ccno1 | 8.2%[57.5 µM]
O=C(COC(=O)COc1ccc(Cl)cc1)NCc1cccs1 | -2.2%
CCCCC1=CC2=CC(=O)C(C)(OC(=O)c3ccco3)C(=O)C2=CO1 (centres undefined) | -6.2%
COc1ccc([N+](=O)[O-])cc1NC(=O)c1ccc(CN(c2ccccc2)S(C)(=O)=O)cc1 | 1.3%
Cc1cc(C)nc(N(C#N)Cc2ccccc2C)n1 | 5.6%
CCCOC(=O)C1=C(C)NC2=C(C(=O)C(C(=O)OC)C(C)C2)C1c1ccc(N(CC)CC)cc1 (centres undefined) | -1.2%
Cc1c(/C(O)=C2\C(=O)C(=O)N(CCN(C)C)C2c2cccs2)cnn1-c1ccccc1 (centres undefined) | 3.8%[57.5 µM]
Cc1ccc(C(N)=Nc2ccccc2)cc1 | 1.4%[57.5 µM]
O=C(CN1C(=O)c2ccccc2C1=O)NCC(=O)OCC(=O)c1ccc(Cl)cc1 | -10.8%
Cc1ccc(O)c(N=Cc2sc3ccccc3c2Cl)c1 | 2.3%
COc1cnc(NS(=O)(=O)c2ccc(N)cc2)nc1 | -21.7%
CC(C)(CS)C(=O)N1CCC[C@H]1C(=O)O | -4.4%[25.7 µM]
CC1CCN(CC(=O)NCc2ccco2)CC1 | -11.5%
COc1cc(NC(=O)CSc2nnc(Cn3nnc4ccccc43)n2C)cc(OC)c1 | 6.2%
COc1ccc(OCCSCc2nnc(NC(=O)Nc3ccc(Cl)cc3)s2)cc1 | 3.6%
CN(C)C(=O)/C(C#N)=C\c1cc(Br)c(Sc2ccc(Cl)cc2)o1 | -0.7%
NC(=S)N=Nc1c(O)n(CCCl)c2ccc(Br)cc12 | -2.7%[57.5 µM]
Cc1ccc(NC(=O)CCNC(=O)c2ccco2)cc1F | 4.7%
COc1cccc(NC(=S)C(C#N)=C2N(C)c3ccccc3N2C)c1 | 4.4%
N[C@@H](Cn1cc(I)c(=O)n(Cc2ccc(C(=O)O)cc2)c1=O)C(=O)O | -1.7%
CCOC(=O)C1=C(c2ccccc2)Nc2ncnn2C1c1ccc(C(=O)O)cc1 (centres undefined) | -13.7%[57.5 µM]
CC(C)[C@@H]1NC(=O)c2cc([N+](=O)[O-])cc(I)c2NCCC[C@@H](C(=O)NC(CC(=O)O)C(N)=O)NC(=O)[C@H](CO)NC1=O (some centres undefined) | -4.4%
COc1ccc(CN2C(=O)CC(C(=O)NCCc3ccc(S(N)(=O)=O)cc3)SC2=Nc2ccccc2)cc1 (centres undefined) | 5.8%

Three entries from above, arranged by count of non-hydrogen atoms, rising:
SMILES | ERK EGF block
COc1cnc(NS(=O)(=O)c2ccc(N)cc2)nc1 | -21.7%
Cc1ccc(O)c(N=Cc2sc3ccccc3c2Cl)c1 | 2.3%
O=C(CN1C(=O)c2ccccc2C1=O)NCC(=O)OCC(=O)c1ccc(Cl)cc1 | -10.8%

(next part)
SMILES | ERK EGF block
COCC1CCN(Cc2cn(Cc3ccccc3)nc2-c2cc3ccccc3o2)CC1 | -5.9%
NC(=O)NC(=O)c1nccnc1C(=O)O | 8.1%[57.5 µM]
COc1cccc(Cn2c(=O)c(-c3cc(F)cc(F)c3)nc3cnc(OC)nc32)c1 | 1.9%
O=C(Nc1ccc(Cl)cc1)/C(=C/c1cccc(O)c1)c1nc2ccccc2s1 | 2.0%
COCCNCCCCOc1ccc(Br)cc1C | 3.5%
Cc1[nH]c2ccccc2c1/C=N/NC(=O)c1cccs1 | -17.7%
Cc1ccc2nc(NC(=S)NC(=O)c3ccco3)sc2c1 | -2.7%
O=C(CCC1CCCCC1)NCc1ccc(F)cc1 | -9.1%
CC(C)=N/N=c1\scc(C)n1Cc1ccco1 | -5.1%
c1ccc(Nc2nc(NCC3CCCO3)c3ccccc3n2)cc1 (centres undefined) | 6.9%
Cn1c(CNC(=O)c2ccccc2F)nnc1SCc1ccc(F)cc1 | 7.0%
Cc1ccccc1NC(=S)N/N=C/C(C)c1ccccc1 (centres undefined) | -1.5%
O=C(O)/C(=C\c1cccc(F)c1)c1ccc(S(=O)(=O)N2CCCCC2)s1 | -6.2%
CCCN(CCC)CCCn1c(=O)[nH]c2ccccc21 | -3.7%
CCO[C@H]1OC(C(=O)NCc2nc3ccccc3[nH]2)=C[C@@H](C)[C@@H]1CCCO | -11.8%[57.5 µM]
CCCCCCC1(C)NC(=S)N(c2ccccc2)N1 (centres undefined) | -10.5%
O=C(CSc1ccc(-c2ccco2)nn1)NCCc1ccccc1 | -5.5%
CCOc1ccc2nc(NC(=O)COc3ccc(N(C)S(=O)(=O)c4ccc(C)cc4)cc3)sc2c1 | -12.4%[57.5 µM]
O=C(NC1CCCc2ccccc21)c1cc(S(=O)(=O)N2CCOCC2)ccc1F (centres undefined) | -0.1%
O=C(/C=C/c1ccccc1[N+](=O)[O-])NC1CCCC1 | -0.7%
O=C(Nc1nc2ccccc2[nH]1)c1cccs1 | 0.1%
CCN(Cc1ccccc1)C(=O)CSc1nc(C)cc(=O)[nH]1 | -9.9%
Cc1cccc(C2=NNC(=O)C(c3ccc(Cl)cc3)C2)c1 (centres undefined) | 4.2%
O=C(Nc1cc(=O)[nH]c(=O)[nH]1)c1cccc(Br)c1 | -12.7%
Cc1nnc(C)c2c(C)n(-c3cccc4cccnc34)c(C)c12 | -1.3%

5 entries drawn at random from those above:
SMILES | ERK EGF block
O=C(CSc1ccc(-c2ccco2)nn1)NCCc1ccccc1 | -5.5%
O=C(Nc1ccc(Cl)cc1)/C(=C/c1cccc(O)c1)c1nc2ccccc2s1 | 2.0%
O=C(O)/C(=C\c1cccc(F)c1)c1ccc(S(=O)(=O)N2CCCCC2)s1 | -6.2%
O=C(Nc1nc2ccccc2[nH]1)c1cccs1 | 0.1%
CCO[C@H]1OC(C(=O)NCc2nc3ccccc3[nH]2)=C[C@@H](C)[C@@H]1CCCO | -11.8%[57.5 µM]

Next section
SMILES | ERK EGF block
COc1ccc(CC(=O)Nc2nnc(-c3cccc([N+](=O)[O-])c3)s2)cc1 | 7.3%
O=C(NCCCn1ccnc1)c1ccc(Cl)cc1[N+](=O)[O-] | 28.7%[57.5 µM]
O=C(COC(=O)c1ccc(O)cc1O)NC1CCS(=O)(=O)C1 (centres undefined) | 1.8%[57.5 µM]
CCc1cccc(C)c1NC(=S)NCC(c1cccnc1)N(C)C (centres undefined) | -0.2%[57.5 µM]
Nc1nc(SCC(=O)Nc2ccc(S(N)(=O)=O)cc2)n[nH]1 | -15.0%
O=C(N/N=C/c1cc([N+](=O)[O-])ccc1N1CCCCCC1)c1ccccn1 | 4.0%
CCN(CC)Cc1c(O)ccc2c(=O)c(Oc3ccccc3OC)c(C)oc12 | 18.4%[57.5 µM]
Cc1ccc(OC(=O)c2ccc3nc(C)sc3c2)cc1 | -5.0%
Cc1[nH]nc2c1C(c1cccs1)C(C#N)=C(N)O2 (centres undefined) | 14.6%
Cc1ccc(S(=O)(=O)N2CCC(NC(=O)OC(C)C)CC2)cc1 | 6.4%
Cc1ccc(NC(=S)N2CCn3cccc3C2c2cccnc2)cc1 (centres undefined) | 12.4%
Cc1nn(CC(=O)Nc2ccccn2)c(C)c1Br | 10.9%
O=C1NC(=Nc2ccccc2)S/C1=C\c1cccs1 | -6.3%[57.5 µM]
O=[N+]([O-])c1cncc([N+](=O)[O-])c1Nc1ccccc1Cl | ?
CC(C)(C)NC(=O)NC(=O)CN1CCN(c2cccc(Cl)c2)CC1 | -11.7%[57.5 µM]
CC(=O)c1sc(N/N=C\c2cccc(Br)c2)nc1C | 3.6%
CCCC(C)NC(=O)COC(=O)c1cc(Br)c(Br)s1 (centres undefined) | 4.3%
Cc1nc2ncccn2c1-c1csc(Nc2ccc(N(C)C)cc2)n1 | -2.2%
CCc1cc2cc(C)cc(C)c2nc1SCC(=O)NNC(=O)c1ccco1 | 3.9%
Cc1cc(C)cc(OCC(=O)NCCc2nc3ccccc3[nH]2)c1 | -6.8%
CC(C)C(NC(=O)C(Cc1ccccc1)NC(=O)OCc1ccccc1)C(=O)O (centres undefined) | -8.6%
CC1CCCC(NC(=O)CCn2c(=S)oc3ccccc32)C1C (centres undefined) | -3.7%[57.5 µM]
C/C=C(\C)C(=O)NCCN1C2=NC[C@H](C)N2C[C@@H]1Cc1ccc(OC)cc1 | 6.3%[57.5 µM]
CCOC(=O)C1(Cc2ccc(Cl)cc2)CCN(Cc2cn(CC)nc2C)CC1 | -7.2%[57.5 µM]
CCCCCC1C/C(=N\O)C=C(C)C1C(=O)OC (centres undefined) | 0.3%[57.5 µM]

Later entries
SMILES | ERK EGF block
COc1ccc([N+](=O)[O-])cc1NC(=O)C(C)Sc1nc(C)c(C)c(C)n1 (centres undefined) | 8.8%
COc1cc2c(cc1OC)CN(C(=S)Nc1cccc(Cl)c1C)CC2 | 9.0%[57.5 µM]
O=C(/C=C/c1ccco1)NC(=S)Nc1nc(-c2ccc3ccccc3c2)cs1 | 0.4%
S=C(NCCc1ccc(Cl)cc1)NC1CC1 | -8.4%
O=C1CSC(c2cccnc2)N1Cc1ccc(Cl)c(Cl)c1 (centres undefined) | -9.0%[57.5 µM]
CCOc1ccc(C(=O)CSc2nnc(C3CC3)n2C)cc1 | -7.6%
CCNC(=S)N(Cc1cc2cccc(C)c2[nH]c1=O)C1CCCC1 | -5.3%
COc1cc(NC(=S)NCCc2ccccc2)c(OC)cc1NC(=O)C(C)C | -9.2%[57.5 µM]
CC(C(=O)OCC(=O)c1ccccc1)N1C(=O)c2ccccc2C1=O (centres undefined) | -1.5%
Cc1ccc(C(=O)NS(=O)(=O)c2ccc(N=NN(C)C)cc2)cc1 | -12.3%
C=CCNC(=O)C1CC2Cn3c(nc4cc(C)c(C)cc43)C2N1C (centres undefined) | 2.5%[57.5 µM]
CC1=NN(c2ccccc2)C(=O)C1C=Nc1ccc(N(C)C)cc1 (centres undefined) | -6.0%[57.5 µM]
Cc1cc(C)nc(/N=C(\N)Nc2ccc(-c3ccccc3)cc2)n1 | 1.5%
COc1ccc(-n2c(CCC(=O)O)ccc2-c2ccccc2)cc1 | -13.3%
COc1cc2c(=O)n(CCC(=O)NCC3CCCO3)c(=O)n(CC(=O)c3ccc(Cl)cc3)c2cc1OC (centres undefined) | -5.3%
COc1ccc(NC(=O)/C(C#N)=C\c2ccc(Br)o2)cc1 | -0.9%[57.5 µM]

Compound activity: PubChem, National Center for Advancing Translational Sciences (NCATS)
